mIDH1 inhibitor – qHTS for Inhibitors of mutant isocitrate dehydrogenase 1 (IDH1): qHTS. actives 0.093% (n = 390,000). AID 602179, 2012. IDH1-R132H enzyme, NADPH consumption, diaphorase/resazurin fluorescence. Isocitrate dehydrogenase [NADP] cytoplasmic (Homo sapiens), O75874. Potency, µM (highest dose often 76.6 µM), for the others: top-dose activity change, negative = inhibition, actives largely listed as inhibitors; further: potency means the concentration at half of the fitted maximal effect; on the % scale 0 is the no-effect control and ±100 the full control effect; nearly all actives have a fitted effect of over 65% in size
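IDH1-R132H (0.5 ug/mL) preincubated 30 min with compound, then NADPH (0.016 mM) and alpha-KG (2 mM) added; 80 min at RT, pH 7.5. Remaining NADPH coupled via diaphorase/resazurin to fluorescence (540/590 nm); concentration-response curves normalized to no-enzyme control.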
USP1-UAF1 inh – Inhibitors of USP1/UAF1: Primary Screen; Potency, µM (series often up to 57.1 µM), for inactives: top-dose activity change, negative = inhibition, usual class: inhibitors; recombinant USP1/UAF1, Ub-Rhodamine cleavage fluorescence; actives 0.23% (n = 390,000); Ubiquitin carboxyl-terminal hydrolase 1 (Homo sapiens), O94782; further: potency means the concentration at half of the fitted maximal effect; on the % scale 0 is the no-effect control and ±100 the full control effect; nearly all actives have a fitted effect of over 60% in size; inactives centre near -12
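Step one: compound is pinned into 1nM USP1/UAF1 in HEPES pH 7.8 buffer with TCEP. Step two: 15 min room-temperature incubation. Step three: Ub-Rho (150nM final) starts cleavage, tracked by fluorescence over six one-minute reads.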
LDHA block – qHTS assay for inhibitors of human lactate dehydrogenase; L-lactate dehydrogenase A chain (Homo sapiens), P00338; purified LDHA, NADH/diaphorase-resazurin fluorescence; stronger effect = lower value; activity change, % (values are at about 110 or 230 µM); actives 0.15% (n = 480,000); in the data active means activity change below about -30%; inconclusive means mostly about -25% to -30%;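 further: plate controls were DMSO wells for no effect and wells without enzyme for full effect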
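Enzyme activity of human lactate dehydrogenase 5 (2 nM; 0.06 mM NADH, 0.2 mM pyruvate, 5 min, RT) is measured via a resazurin/diaphorase fluorescence readout of residual NADH.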
TrxR1 substrate – qHTS Assay for Substrates of Mammalian Selenoprotein Thioredoxin Reductase 1 (TrxR1): qHTS; actives 0.01% (n = 390,000); purified TrxR1 substrate turnover, NADPH consumption readout; AID 588456, 2011; Potency, µM (top dose mostly 114 µM), for inactives: at the top dose activity change, negative = substrate turnover; Thioredoxin reductase 1, cytoplasmic (Rattus norvegicus), O89049; further: potency means the concentration at half of the fitted maximal effect; on the % scale 0 is the no-effect control and ±100 the full control effect; nearly all actives have a fitted effect of over 50% in size
Target sequence (O89049 whole entry, looked up): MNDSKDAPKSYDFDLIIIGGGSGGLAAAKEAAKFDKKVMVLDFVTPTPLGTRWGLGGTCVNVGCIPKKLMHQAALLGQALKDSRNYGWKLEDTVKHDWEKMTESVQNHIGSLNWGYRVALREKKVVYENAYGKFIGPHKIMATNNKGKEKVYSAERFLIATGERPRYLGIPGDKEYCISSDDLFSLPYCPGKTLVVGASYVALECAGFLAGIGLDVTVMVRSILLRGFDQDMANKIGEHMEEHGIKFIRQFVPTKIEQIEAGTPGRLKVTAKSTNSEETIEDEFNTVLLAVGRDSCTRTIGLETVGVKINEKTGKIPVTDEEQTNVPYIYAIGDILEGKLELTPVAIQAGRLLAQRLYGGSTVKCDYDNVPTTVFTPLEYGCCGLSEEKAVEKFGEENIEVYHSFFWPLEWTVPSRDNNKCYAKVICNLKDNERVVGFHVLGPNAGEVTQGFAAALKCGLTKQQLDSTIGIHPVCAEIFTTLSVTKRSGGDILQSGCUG
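Rat TrxR1, dispensed at 90 nM, was prereduced with 400 uM NADPH (final) for 5 min at ~22 deg C, then incubated with compound 15 min before 400 uM selenite. A first-read NADPH fluorescence drop versus no-compound background flagged substrates.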
rTrxR1 inhibitor – qHTS Assay for Inhibitors of Mammalian Selenoprotein Thioredoxin Reductase 1 (TrxR1): qHTS; Thioredoxin reductase 1, cytoplasmic (Rattus norvegicus), O89049; recombinant rTrxR1, NADPH fluorescence consumption, selenite substrate; Potency, µM (highest dose often 114 µM), for the others: top-dose activity change, negative = inhibition, usual class: inhibitors; actives 1% (n = 390,000); AID 588453, 2011; further: potency means the concentration at half of the fitted maximal effect; on the % scale 0 is the no-effect control and ±100 the full control effect; nearly all actives have a fitted effect of over 65% in size
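Rat TrxR1 (90 nM in the dispensed reagent) was pre-reduced with 400 uM NADPH for 5 min at room temperature, then incubated with compound for 15 min. After 400 uM selenite was added, NADPH fluorescence (Ex 340/Em 450 nm) was followed for 8 min.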
Vif-APOBEC3F blk – qHTS for Inhibitors of Vif-A3F Interactions: qHTS; HeLa A3F-eYFP + Vif (tagged APOBEC3F with the HIV-1 protein that degrades it), YFP fluorescence increase; Potency, µM (top dose mostly 46.1 µM), without a hit: at the top dose activity, negative = active; actives 0.2% (n = 390,000); AID 602313, 2012; further: potency means the concentration at half of the fitted maximal effect; % of control where 0% means no effect; nearly all actives have a fitted effect of over 65% in size
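HeLa cells stably expressing Vif plus C-terminally eYFP-tagged A3F were seeded, incubated overnight at 37 deg C, dosed with compound, incubated overnight again at 37 deg C. Yellow fluorescence (Ex 488/Em 500-530) reported blocked Vif-mediated A3F-eYFP degradation.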
RGS4 inhibitor – Inhibitors of Regulator of G Protein Signaling (RGS) 4: qHTS; Regulator of G-protein signaling 4 (Homo sapiens), P49798; Transcreener GDP fluorescence polarization, RGS4-accelerated GTP hydrolysis; Potency, µM (series often up to 114 µM), for inactives: at the top dose activity change, negative = inhibition, most hits filed as inhibitors; actives 0.039% (n = 390,000); further: potency means the concentration at half of the fitted maximal effect; on the % scale 0 is the no-effect control and ±100 the full control effect; nearly all actives have a fitted effect of over 75% in size; some results filed as inactive show a strong effect at the top dose
Target sequence (P49798 whole entry, looked up): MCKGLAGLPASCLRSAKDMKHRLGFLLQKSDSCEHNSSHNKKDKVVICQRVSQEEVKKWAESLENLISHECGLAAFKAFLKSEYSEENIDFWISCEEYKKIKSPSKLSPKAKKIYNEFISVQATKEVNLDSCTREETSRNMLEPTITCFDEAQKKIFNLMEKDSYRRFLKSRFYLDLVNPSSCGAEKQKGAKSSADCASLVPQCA
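MLSMR compounds (23 nl, pin-transferred) preincubated 10 min at room temperature with a 500nM (2x) first reagent, then RGS4 at 900nM (2x) plus Transcreener GDP mix added; fluorescence polarization (620/688 nm) read before and after 90 min at 30 °C.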
GRP78 ERSR act – qHTS for Inducers of the Endoplasmic Reticulum Stress Response (ERSR) in Human Glioma: qHTS; U87-MG GRP78 promoter luciferase reporter, 16 h; Potency, µM, for the others: at the top dose activation, most hits filed as activators; actives 0.02% (n = 420,000); further: potency means the concentration at half of the fitted maximal effect; series mostly up to about 76 µM; % of control where 0% means no effect; nearly all actives have a fitted effect of over 35% in size
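Stably transfected U87-MG human glioma cells carrying a GRP78-based luminescent sensor were seeded at 1000 cells/well, pin-dosed with compounds and incubated 16 h. Luciferase reagent was then added, and end-point luminescence was read after 10 min at room temperature.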
Vif-A3G inh – qHTS for Inhibitors of Vif-A3G Interactions: qHTS; AID 602310, 2012; actives 0.076% (n = 410,000); Potency, µM (doses to about 46.1 µM), inactives show at the top dose activity, negative = active, hits mostly inhibitors; HeLa A3G-eYFP + Vif (tagged APOBEC3G with the HIV-1 protein that degrades it), YFP fluorescence, overnight;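 further: potency means the concentration at half of the fitted maximal effect; on the % scale 0 is the no-effect control and ±100 the full control effect; nearly all actives have a fitted effect of over 60% in size; hits raise eYFP signal because A3G escapes Vif-driven loss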
Target sequence (Q9HC16 whole entry, looked up): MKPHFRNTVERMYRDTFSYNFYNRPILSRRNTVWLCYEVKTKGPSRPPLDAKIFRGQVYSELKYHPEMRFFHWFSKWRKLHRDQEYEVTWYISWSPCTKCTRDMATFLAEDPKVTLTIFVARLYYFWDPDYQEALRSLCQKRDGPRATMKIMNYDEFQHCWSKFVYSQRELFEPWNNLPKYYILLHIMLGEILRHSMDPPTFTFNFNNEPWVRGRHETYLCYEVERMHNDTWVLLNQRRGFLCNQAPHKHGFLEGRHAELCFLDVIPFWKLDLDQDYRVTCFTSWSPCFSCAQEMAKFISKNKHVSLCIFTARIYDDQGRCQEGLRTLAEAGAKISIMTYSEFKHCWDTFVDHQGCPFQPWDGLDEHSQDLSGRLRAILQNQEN
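Read-out is eYFP fluorescence (Ex 488/Em 500-530) from Vif-expressing HeLa A3G-eYFP cells; more signal means A3G escaped Vif-mediated degradation. Cells plated overnight, compound pinned in, incubated overnight at 37 deg C.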
* = called active by the depositor; ? = inconclusive; nt = not tested or not shown; & = joins results of further samples; [ ] = remark or other dose. Unless noted, the call rests on the fitted dose curve; in most records, active means well fitted curve in the direction sought with a large enough effect; inconclusive means small, poorly fitted or top-dose-only effect, or another doubt; inactive means no such curve, though single readings can be large; an effect the other way counts as inactive or inconclusive. An excerpt, so the mix of outcomes need not match the whole.

compound	mIDH1 inhibitor	USP1-UAF1 inh	LDHA block	TrxR1 substrate	rTrxR1 inhibitor	Vif-APOBEC3F blk	RGS4 inhibitor	GRP78 ERSR act	Vif-A3G inh
Brc1ccc2c(c1)OCCOCCOCCOCCOCCO2	6.5%	-12.3%	-4.1	2.1%	9.4%	-23.5%	-18.5%	-1.6%	0.7%
Clc1ccc(-c2nc3ccccc3[nH]2)cn1	20.3%	-1.0%	2.7	86.5%[activator]	-0.7%	-7.2%	-0.3%	4.4%	-1.9%
CCOC(=O)c1c(C)n(C)c2ccc(OC(=O)c3ccc([N+](=O)[O-])cc3)cc12	9.3%	-20.4%	-10.6	0.2%	8.3%	3.8%	18.4%	-2.2%	-1.0%
COC(=O)[C@@H](NC(=O)Nc1ccc(S(N)(=O)=O)cc1)C(C)C	2.5%	-9.8%	-14.1	-7.9%	-12.1%	-0.6%	6.2%	-8.6%	-2.5%
CN(C)S(=O)(=O)c1cccc(C(=O)Nc2cc(S(=O)(=O)N3CCOCC3)ccc2O)c1	14.7%	-24.9%	-5.4	-3.8%	1.4%	3.8%	-4.1%	-2.3%	1.1%
O=C(Nn1c(-c2ccc(Br)cc2)nc2ccccc2c1=O)c1ccncc1	3.1%	-14.6%	-10.9	6.2%[57.1 µM]	20.9%[57.1 µM]	-4.8%	24.0%	0.8%	2.4%
CCOc1ccc(-c2cc(C(=O)NCCCN3CCOCC3)c3ccccc3n2)cc1	-15.3%	-7.4%	-3.8	29.7%	-12.5%	-6.5%	-31.0%	-0.2%	-1.1%
COc1ccc(NC(=O)c2cccc(NC(=O)C3C4CC5OC(=O)C3C5C4)c2)c(OC)c1 (stereo unspecified)	3.8%	-7.2%	-9.2	9.5%[57.1 µM]	8.7%[57.1 µM]	0.6%	1.6%	-2.2%	1.7%
O=C(N/N=C/c1ccc2cccc(OCc3ccccc3)c2n1)c1ccc(Cl)cc1	3.2%	-21.9%	-0.7	52.9%[activator][57.1 µM]	44.5%[activator][57.1 µM]	-10.5%	0.3%[11.4 µM]	0.1%	-12.0%
COc1cc(SC)ccc1C(=O)OCC(=O)NCCC1=CCCCC1	-0.3%	-5.5%	-4.1	-13.6%	-17.4%	3.2%	-36.6%	-2.9%	-0.8%
COc1ccccc1C1=NOC(C)(c2sc(-c3ccccc3)nc2C)C1 (stereo unspecified)	28.9%	-30.0%	-0.3	14.2%	23.6%	-1.8%	-0.5%	-3.1%	-3.1%
CC(=O)Nc1ccc(NC(=O)C(C)OC(=O)c2ccc(S(=O)(=O)N3CCCCCC3)cc2)cc1 (stereo unspecified)	-7.8%	-7.8%	-5.4	-10.4%	0.6%	-16.5%	19.0%	6.5%	-13.3%
CN(Cc1nc(CCc2ccccc2)no1)Cc1cccs1	3.8%	-20.2%	-3.3	2.2%	34.8%	?	17.1%	-4.0%	4.0%
O=C(CCl)NCCCN(C(=O)C(Cl)Cl)c1ccc([N+](=O)[O-])cc1	6.1%	-11.7%	1.2	6.1%	-35.5%	1.1%	2.1%	-6.1%	?
CCOC(=O)c1sc(NC(=O)CSc2nc(-c3ccco3)cc(C(F)(F)F)n2)c(C(=O)OCC)c1C	-16.6%	-5.2%	-8.3	3.4%	11.2%	-6.8%	9.5%	-3.6%	-0.8%
COc1cc(OC)cc(C(=O)Oc2c(CN3CCOCC3)cc(Cl)c3cccnc23)c1	2.7%	-5.3%	7.3	-0.9%	21.4%	-9.7%	-9.7%	-1.9%	-1.8%
Cc1nn(C)c(C)c1NS(=O)(=O)c1ccc(Cl)s1	-5.6%	-6.3%	0.4	-1.1%	20.5%	-19.5%	-11.2%	0.4%	2.7%
CC(=O)c1cccc(NC(=O)CSc2ccc(-c3ccccn3)nn2)c1	1.4%	-17.3%	-1.5	5.0%	18.2%	-1.9%	9.7%	4.5%	-7.0%
Cn1c(COc2ccc(Cl)cc2)nc2ccccc2c1=O	52.1µM*	12.2%	-4.0	6.1%	-0.6%	-6.2%	21.2%	5.6%	0.4%
CCOC(=O)N1CCN(S(=O)(=O)c2ccc(C(=O)N(CCCN(C)C)c3nc4c(C)c(C)ccc4s3)cc2)CC1	-4.2%	-27.6%	-0.3	-7.2%	3.2%	-1.3%	-3.6%	-4.4%	2.6%
O=C1c2ccccc2C(=O)N1CCCc1c[nH]c2ccccc12	-1.3%	-8.5%	-3.6	-2.2%	0.8%	1.3%	-13.2%	3.6%	-10.4%
COc1ccc(C[C@H]2CN3C(=NC[C@@H]3Cc3ccc(O)cc3)N2C[C@H](C)NC(=O)CCC2CCCCC2)cc1	6.0%	-21.9%	0.2	-1.4%	12.8%	1.0%	-16.5%	-3.4%	3.0%
CCNS(=O)(=O)c1ccc(CCC(=O)N2CCN(C(=O)OCC)CC2)cc1	-5.3%	-24.7%	-7.7	-3.2%	13.9%	9.2%	1.9%	-2.1%	4.9%
CCc1ccc(N(C(=O)c2csnn2)C(C(=O)NC(C)(C)CC)c2cccnc2)cc1 (stereo unspecified)	0.0%	-10.9%	-2.1	0.5%	0.8%	-3.8%	14.0%	-4.1%	-7.3%
O=C(CSc1nc(-c2ccccc2Cl)ns1)Nc1ccc2c(c1)OCO2	2.0%	-10.6%	-11.4	-13.4%	-7.9%	-18.8%	-4.4%	2.3%	?
C/C(CC(=O)Nc1ccc(C)c(Cl)c1)=N\NC(=O)c1ccncc1	2.8%	-19.1%	4.8	-1.0%[57.1 µM]	-50.9%	-8.1%	-51.4%	-3.1%	-6.8%
COc1ccccc1C=NN=Cc1ccccc1O	6.4%	-22.0%	-1.8	3.2%[11.4 µM]	7.9%[11.4 µM]	2.9%	-21.0%	1.5%	1.6%
CC(=O)Oc1ccc2oc(/C=C/N(C)C)c([N+](=O)[O-])c2c1	3.8%	-20.2%	0.0	-22.5%	?	-3.0%	1.9%	3.3%	2.5%
CCCCc1cc(=O)oc2cc(OC(C)C(=O)NCc3ccccn3)c(Cl)cc12 (stereo unspecified)	5.7%	-9.5%	-2.9	-3.7%	-18.6%	4.8%	14.2%	-1.6%	-1.3%
O=[N+]([O-])c1ccc(Oc2ccc(F)cc2Br)c2ccncc12	5.3%	-24.8%	3.5	9.1%[57.1 µM]	11.1%[57.1 µM]	0.1%	-5.0%	-4.5%	-17.4%
CC(=O)c1cc2c(cc1N/C(=N/S(=O)(=O)c1ccccc1)c1ccc(Cl)cc1)OCO2	20.4%&2.3%	-9.1%&4.5%	7.0&-3.1	8.7%[57.1 µM]	22.8%[57.1 µM]	3.4%&-8.9%	1.0%&19.9%	-3.1%&-1.6%	-3.1%&1.4%
CCOC(=O)c1cc(=O)n(Cc2ccccc2C)c2ccccc12	3.7%	-4.5%	4.2	8.6%[57.1 µM]	12.9%	4.1%	-4.8%	0.4%	2.1%
Nc1nnc(SCC(=O)OCC(=O)Nc2ccccc2)s1	7.4%	-8.5%	-2.1	2.1%	23.0%	-1.8%	?	-0.2%	0.8%
CCN(CC)c1ccc(C2C(C(=O)OCCOC)=C(C)NC3=C2C(=O)CC(C)(C)C3)cc1 (stereo unspecified)	-1.2%	-9.7%	5.8	8.7%	7.4%[57.1 µM]	2.0%	-7.5%	-1.0%	-6.2%
CCCN(CCC)C(=O)c1ccc2nc(-c3ccc(OC)c(OC)c3)c(-c3ccc(OC)c(OC)c3)nc2c1	4.7%	-9.5%	-0.5	-5.5%	2.5%	-8.5%	-6.2%	1.2%	0.7%
C[C@@H]1CN([C@@H](C)CO)C(=O)CCCn2cc(nn2)CO[C@H]1CN(C)S(=O)(=O)c1cccc(F)c1	0.0%	-11.4%	-2.0	nt	nt	-4.1%	nt	0.0%	-0.5%
CCOC(=O)N1CCN(C(=O)c2oc3ccc(S(=O)(=O)N4CCCCC4)cc3c2C)CC1	10.2%	-4.0%	-4.0	0.8%	3.1%	-6.2%	13.3%	-5.4%	0.1%
Cc1ccc(S(=O)(=O)N2CCN(C(=O)CSc3nnnn3C)C2)cc1	0.1%	-18.5%	2.4	-5.7%	-1.7%	-0.2%	3.9%	-4.5%	-0.3%
COc1cc(OC)c2c(C)cc(=O)oc2c1	-0.7%	-0.7%	-2.7	452.2%[activator][57.1 µM]	-53.1%	0.5%	-40.5%	0.7%	3.0%
Cc1ccc(S/C(=N\S(=O)(=O)c2ccc(Cl)cc2)c2ccccc2)cc1	5.7%	-16.2%	-1.6	1.7%	?	0.0%	?	-1.2%	-3.6%
